DRD3 agonist: qHTS of D3 Dopamine Receptor Agonist: qHTS; max activation, %; D3R DiscoveRx beta-arrestin cells, luminescence, 90 min; 0.58% of 410,000 active; AID 652048, 2013; D(3) dopamine receptor (Homo sapiens), P35462; in the data active = max activation above about 30%; note: 0% is about no effect; mostly tested at two doses, the higher about 12 µM
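Agonist mode: compounds and dopamine controls were applied to plated cells for 90 min at 37 degrees C after an overnight attachment at 1500 cells/well. Luminescent read-out followed 30 - 60 minutes at room temperature with DiscoveRx detection reagent.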
KB-V1 MDR tox: qHTS assay for MDR1-selective chemotherapeutics: Primary screen using the drug-selected MDR subline cells KB-V1; KB-V1 MDR cells viability, CellTiter-Glo, 72 h; 3.4% of 400,000 active; Potency, µM (titrated, usually from 46.1 µM), without a hit: top-dose activity change, negative = cytotoxicity, most hits filed as cytotoxic; note: potency is the fitted concentration of half-maximal effect; % is set by controls: 0 for no effect and ±100 for the full control effect; nearly all actives have a fitted effect of over 60% in size
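In this primary screen, KB-V1 cells overexpressing P-gp are incubated with library compounds (lowest to highest concentration) for 72 h at 37 degrees C before a luminescent ATP viability read.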
TDP-43 yeast inh: qHTS of TDP-43 Inhibitors; TDP-43 expressing yeast growth rescue, BacTiter-Glo, 24 h; Potency, µM (series often up to 46.1 µM), inactives show top-dose growth rescue (activation), most hits filed as activators; 1.8% of 410,000 active; note: potency is the fitted concentration of half-maximal effect; % of control where 0% means no effect; nearly all actives have a fitted effect of over 50% in size
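Luminescence from BacTiter-Glo reports growth of TDP-43-expressing yeast after 24 hr at 30 deg C with compound. Cells were raffinose-pregrown to mid-log, then seeded in galactose medium at OD600=0.02.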
aSyn rescue: qHTS of alpha-syn Inhibitors | Yeast expressing alpha-synuclein, growth rescue, BacTiter-Glo, 24 h | Potency, µM (highest dose often 46.1 µM), inactives show at the highest dose growth rescue (activation), hits mostly activators | 0.14% of 370,000 active; note: potency is the fitted concentration of half-maximal effect; % of control where 0% means no effect; nearly all actives have a fitted effect of over 65% in size
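Screening used galactose-induced yeast with toxic alpha-synuclein levels, exposed to compound for 24 hr at 30 deg C. Cell growth, read with BacTiter-Glo luminescence, gave the measured signal.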
D3 antag: qHTS of D3 Dopamine Receptor Antagonist: qHTS; D(3) dopamine receptor (Homo sapiens), P35462; D3R cells, DiscoveRx beta-arrestin luminescence, antagonist mode; active compounds read low; 2.5% of 360,000 active; max response, negative = inhibition, %; in the data active = max response below about -50%; inconclusive = no clear call, values can overlap the other calls; note: % is set by controls: 0 for no effect and ±100 for the full control effect; mostly tested at two doses, the higher about 12 µM
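Cells plated overnight at 1500 cells/well, then exposed to library compounds with dopamine controls for 90 minutes at 37 degrees C. DiscoveRx reagent added for 30–60 minutes at room temperature; luminescence read, quantitative HTS format.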
PTHR1 agonist: qHTS for PTHR1 Agonists: Primary Screen. 0.075% of 410,000 active. Parathyroid hormone/parathyroid hormone-related peptide receptor (Homo sapiens), Q03431. HEK293 GP2 PTHR1 cells, GloSensor cAMP luminescence, 1 h. Potency, µM (top dose mostly 115 µM), for the others: at the highest dose activation, usual class: activators. AID 743266, 2014; note: potency is the fitted concentration of half-maximal effect; nearly all actives have a fitted effect of over 55% in size; some results filed as inactive show a strong effect at the top dose; inactives centre near -15; many of its hits are not listed in these tables
Target sequence (Q03431 whole entry, looked up): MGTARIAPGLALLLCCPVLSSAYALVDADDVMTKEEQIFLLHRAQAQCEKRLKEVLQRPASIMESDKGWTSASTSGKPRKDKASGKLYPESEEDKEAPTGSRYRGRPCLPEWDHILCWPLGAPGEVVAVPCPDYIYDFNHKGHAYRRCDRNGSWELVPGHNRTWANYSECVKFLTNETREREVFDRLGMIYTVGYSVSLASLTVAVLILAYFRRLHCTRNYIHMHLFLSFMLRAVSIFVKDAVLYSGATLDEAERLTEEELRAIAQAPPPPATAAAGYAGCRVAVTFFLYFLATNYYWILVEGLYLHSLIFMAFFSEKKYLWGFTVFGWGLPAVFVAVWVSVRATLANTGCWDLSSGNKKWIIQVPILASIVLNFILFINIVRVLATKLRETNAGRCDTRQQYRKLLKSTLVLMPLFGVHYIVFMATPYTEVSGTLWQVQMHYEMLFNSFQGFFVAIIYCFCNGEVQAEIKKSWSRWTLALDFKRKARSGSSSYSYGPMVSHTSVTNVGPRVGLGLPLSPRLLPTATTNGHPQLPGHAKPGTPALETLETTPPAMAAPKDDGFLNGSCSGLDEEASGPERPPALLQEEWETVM
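HEK-293-derived GP2 cells expressing PTHR1 and a GloSensor cAMP reporter, 3,000/well, plated overnight, given luciferin plus IBMX (each 0.5 mM as added) for 1 h at 37 °C, then compound for 1 h at 37 °C. Luminescence was read after 15 min at room temperature.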
GLP1R cytotox: qHTS of GLP-1 Receptor Inverse Agonists: Cytotox Screen; HEK293 cAMP-luciferase reporter cells, luminescence, 24 h; Potency, µM (titrated, usually from 38.3 µM), without a hit: at the highest dose activity change, negative = inhibition, actives largely listed as inhibitors; 0.13% of 410,000 active; AID 624418, 2012;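 note: loss of luciferase light is scored as toxicity; potency is the fitted concentration of half-maximal effect; % is set by controls: 0 for no effect and ±100 for the full control effect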
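A 23 nL compound transfer followed 12 hours of cell culture at 37 deg C; exposure then lasted 24 hr. Luciferase assay detection reagent was dispensed and plates read for luminescence after a 12 min room-temperature wait.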
GLP-1R agonist: qHTS of GLP-1 Receptor Agonists | Glucagon-like peptide 1 receptor (Homo sapiens), P43220 | HEK293 GLP-1R CRE-luciferase, luminescence, 4-6 h; cells express a hypersensitive GLP-1R form | Potency, µM (top dose mostly 45.6 µM), for the others: at the top dose activation, hits mostly activators | 0.007% of 380,000 active | AID 624172, 2012; note: potency is the fitted concentration of half-maximal effect; % of control where 0% means no effect
Target sequence (P43220 whole entry, looked up): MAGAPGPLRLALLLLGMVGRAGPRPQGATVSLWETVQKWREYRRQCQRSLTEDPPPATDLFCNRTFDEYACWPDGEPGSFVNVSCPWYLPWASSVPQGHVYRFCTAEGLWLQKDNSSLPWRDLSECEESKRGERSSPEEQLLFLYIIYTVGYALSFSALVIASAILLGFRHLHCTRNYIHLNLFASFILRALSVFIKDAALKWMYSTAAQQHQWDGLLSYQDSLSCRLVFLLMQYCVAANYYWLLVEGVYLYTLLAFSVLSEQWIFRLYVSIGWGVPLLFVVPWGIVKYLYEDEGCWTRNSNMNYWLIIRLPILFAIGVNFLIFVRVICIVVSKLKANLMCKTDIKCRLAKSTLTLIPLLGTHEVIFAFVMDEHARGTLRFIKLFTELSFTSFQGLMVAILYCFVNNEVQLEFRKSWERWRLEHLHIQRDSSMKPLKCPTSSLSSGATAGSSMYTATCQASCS
GLP1R inv ag: qHTS of GLP-1 Receptor Inverse Agonists (Inhibition Mode). Potency, µM (doses to about 38.3 µM), for the others: at the top dose activity change, negative = inhibition, usual class: inhibitors. 1.6% of 410,000 active. Glucagon-like peptide 1 receptor (Homo sapiens), P43220. HEK293 GLP-1R CRE-luciferase, luminescence, 24 h; GLP-1R form is constitutively active; note: potency is the fitted concentration of half-maximal effect; % is set by controls: 0 for no effect and ±100 for the full control effect; nearly all actives have a fitted effect of over 55% in size
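Luminescence readout: a drop in cAMP-driven luciferase signal flags inverse agonism at a constitutively active GLP-1R stably expressed in HEK293. Compound exposure lasted 24 hr at 37 deg C, 5% CO2.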
* = called active by the depositor; i = inactive; ? = inconclusive; · = no result given; [ ] = dose if it differs, or a comment. Unless noted, calls come from the whole dose curve; as a rule, active = well fitted curve in the direction sought with a large enough effect; inconclusive = small, poorly fitted or top-dose-only effect, or another doubt; inactive = no such curve, though single readings can be large; an effect the other way counts as inactive or inconclusive. An excerpt, so the mix of outcomes need not match the whole.

SMILES	DRD3 agonist	KB-V1 MDR tox	TDP-43 yeast inh	aSyn rescue	D3 antag	PTHR1 agonist	GLP1R cytotox	GLP-1R agonist	GLP1R inv ag
Cc1ccc(N2CC(C(=O)Nc3ncc([N+](=O)[O-])s3)CC2=O)cc1 (stereo not given)	-19.9	16.3%	5.3%	5.3%	0.4	-85.5%[inhibitor]	-32.9%	1.3%	16.9%
COc1ccc(NC(C)=O)cc1NC(=O)CN1CCN(CC(=O)Nc2ccccc2Cl)CC1	5.1	-21.0%	1.0%	-8.8%	21.7	-4.7%[57.5 µM]	-21.6%	1.0%	41.3%[activator]
Cc1ccc(S(=O)(=O)NC(CC(=O)NCC2CCCO2)c2ccccc2)cc1 (stereo not given)	1.4	12.2%	20.2%	-1.3%	-13.1	-2.4%	5.7%	-4.0%	-11.4%
CC(=O)c1cccc(NC(=O)CN2C(=O)COc3ccc(S(=O)(=O)N4CCOCC4)cc32)c1	-1.7	0.1%	9.6%	-0.6%	7.5	i	3.2%	-2.7%	17.5%
Cc1ccc(OCC(=O)N2CCC(C)CC2)c([N+](=O)[O-])n1	0.4	-25.8%	29.0%	-11.9%	-12.1	-2.5%	-18.5%	2.3%	15.4%
CC(C)N=C(NC#N)SCc1ccccc1F	-1.4	?	-24.2%	-9.4%	27.1	i	3.9%	-12.0%	6.1%
O=C(Nc1ccc(Oc2ccccc2)cc1)c1csc(COCCO)n1	0.1	-0.8%	12.6µM*	3.2%	27.1	-43.1%[inhibitor]	5.2%	-4.3%	-10.6%
CC(C)c1cccc(-c2csc(C(O)c3ccc(F)c(F)c3)n2)c1 (stereo not given)	4.3	2.0%	-72.2%[inhibitor]	-29.2%	2.8	i	-18.9%	-3.7%	?
CCOC(=O)N1CCN(C(=O)COc2ccc3oc4c(c3c2)CCCC4)CC1	-18.6	?	?	2.7%	7.0	-28.1%	11.4%	-1.1%	?
Cc1cc(C)c(S(=O)(=O)n2nc(C)c(Br)c2C)c(C)c1	-3.8	-0.6%	19.3%	9.7%	-17.3	i	0.8%[1.53 µM]	-31.0%	3.9%
COc1ccc(C(=O)c2c(C)c3cc(C)ccc3n2CC(O)CN2CCOCC2)cc1 (stereo not given)	-15.6	-6.3%	-1.1%	-3.1%	-24.2	20.7%	3.8%	0.8%	?
COc1cccc(C(=O)OCC(=O)Nc2ccc(N3CCOCC3)cc2)c1	2.7	?	18.8%	-0.3%	-3.5	-24.2%	-12.7%	-3.3%	6.0%
Cc1c(O)nc(SC2CC(=O)N(c3cc(Cl)cc(Cl)c3)C2=O)[nH]c1=O (stereo not given)	-10.9	14.8%	-23.5%	4.9%	-26.1	-22.9%	8.4%	-2.3%	4.1%
COCCCn1c(=S)[nH]c2sc3c(c2c1=O)CCCS3	-4.8	-14.5%	23.5%	-5.4%	-0.3	i	-14.8%	2.3%	9.7%
CCN(CC)CCOC(=O)c1ccc(N/C=C(/C#N)c2nc(-c3ccc4c(c3)OCO4)cs2)cc1	9.5	-8.1%	-22.1%	-15.2%	-1.9	-3.3%	3.7%	8.4%	-1.5%

Part of the list above, showing only GLP1R inv ag:
smiles	GLP1R inv ag
CC(=O)c1cccc(NC(=O)CN2C(=O)COc3ccc(S(=O)(=O)N4CCOCC4)cc32)c1	17.5%
Cc1ccc(OCC(=O)N2CCC(C)CC2)c([N+](=O)[O-])n1	15.4%
CC(C)N=C(NC#N)SCc1ccccc1F	6.1%
O=C(Nc1ccc(Oc2ccccc2)cc1)c1csc(COCCO)n1	-10.6%

Going on with the list.
SMILES	DRD3 agonist	KB-V1 MDR tox	TDP-43 yeast inh	aSyn rescue	D3 antag	PTHR1 agonist	GLP1R cytotox	GLP-1R agonist	GLP1R inv ag
COc1ccc(NC(=S)N2CCC(C(=O)c3ccc(F)cc3)CC2)c(OC)c1	2.0	-13.1%	19.8%	1.1%	4.4	-36.9%[inhibitor]	-1.1%	5.9%	?
CC(=O)NC(c1cccc(F)c1)c1nc(-c2ccc3ccccc3c2)cs1 (stereo not given)	2.1	-35.3%	?	-3.1%	43.4	i	10.6%	-6.0%	?
COc1cc(/C=C/C(=O)OC(C)C(=O)Nc2c(C)n(C)n(-c3ccccc3)c2=O)ccc1OCC#N (stereo not given)	-0.3	10.4%	-7.7%	-0.5%	8.8	i	2.8%	16.8%	4.5%
CCN(c1ccccc1)S(=O)(=O)c1ccc(Cl)c(C(=O)N(CC2CCCO2)C2CCS(=O)(=O)C2)c1 (stereo not given)	-2.1	-25.8%	-11.9%	-5.1%	-22.9	?	-4.5%	2.8%	-0.2%
Cc1cccc(CN2C(=O)c3ccccc3Sc3ccc(C(=O)NCc4ccco4)cc32)c1	-5.3	·	24.6%	·	·	i	0.5%	·	?
CC(=O)c1nn(-c2ccc(Br)cc2)cc1C(=O)c1ccco1	-9.3	-18.9%	?	1.3%	-18.7	i	-13.9%	0.7%	?
Cc1ccc(CNC(=O)c2ccc(N3CCC4(CC3)CC(c3cccc(Br)c3)=NO4)c(N)c2)cc1	4.9	14.7%	4.5%	4.3%	-14.8	i	6.7%	-0.3%	?
CCCCn1nnnc1SCC(=O)N1CCN(C(=O)c2ccco2)CC1	-0.5	0.1%	-5.4%	-0.8%	3.0	-2.4%[57.5 µM]	-5.6%	-12.2%	0.3%
Cc1cccc(NS(=O)(=O)c2c(C)n[nH]c2C)c1	10.2	0.7%	-4.6%	-0.8%	6.8	-13.3%[57.5 µM]	1.6%	-0.4%	0.4%
CCN(CC)C(=O)c1[nH]cnc1C(=O)N[C@H](C)c1ccccc1	13.2	17.8%	8.6%	-6.3%	10.7	-14.5%	5.1%	-0.7%	7.6%
CN(C)c1ccc(NC(=O)Cn2ncn3c(cc4ccccc43)c2=O)cc1	12.5	0.8%	-8.5%	10.3%	-8.1	i	-6.1%	0.2%	10.1%
O=C(Cn1c2c(c(-c3ccccc3Cl)cc1=O)CCC2)NCC1CCCO1 (stereo not given)	4.4	-5.0%	12.7%	2.1%	3.8	i	-7.7%	4.3%	-4.2%
CN(CCOc1ccccc1)CC(=O)Nc1ccc(Cl)cc1[N+](=O)[O-]	6.3	?	18.0%	13.2%	-18.1	-1.5%	-2.7%[0.307 µM]	?	-5.2%[0.307 µM]
Nn1c(Nc2ccccc2)nc2ccccc21	0.1	0.0%	-1.9%	-1.2%	-13.2	-27.4%[57.5 µM]	5.1%	17.5%	14.2%
Cc1ccc(NS(=O)(=O)c2cccc(C(=O)OCC(=O)NCc3ccco3)c2)cc1	-3.4	28.2%	-12.1%	1.3%	2.0	i	-1.4%	-7.6%	-11.8%
COc1ccc(N2CCN(C(=O)CSc3nc(-c4ccc(C(C)C)cc4)no3)CC2)cc1	-24.6	-14.8%	11.1%	·	·	-22.5%	-6.0%	·	-10.6%
CC(=O)c1cnn(-c2cc(Oc3ccccc3C)ncn2)c1C	3.3	1.9%	1.7%	-2.5%	-11.0	-10.4%[57.5 µM]	-0.5%	-2.8%	-4.9%
c1cncc(Nc2nc(-c3cccs3)cs2)c1	-10.3	4.4%	-20.9%	-3.7%	?	-51.2%[inhibitor][57.5 µM]	5.0%	1.3%	10.3%
Cc1ccc(CONC(=O)c2cccc(C)c2)cc1	1.0	15.9%	-4.1%	-3.8%	6.1	-17.6%	-14.8%	6.7%	-26.4%
Cc1cccc(C)c1NC(=O)CNC(=O)c1cccc(S(=O)(=O)NCc2cccs2)c1	3.7	-1.9%	8.8%	0.7%	0.8	-44.3%[inhibitor]	-4.7%	-2.4%	-17.7%
Cc1ccc(NC(=O)Cn2c(=O)n(CCCCC(=O)NCc3ccc4c(c3)OCO4)c(=O)c3ccccc32)cc1	6.9	7.9%	-6.5%	·	·	-17.8%	2.1%	1.2%	5.4%
NC(=S)N/N=C/c1c[nH]c2ccc(OCc3ccccc3)cc12	-3.9	-13.2%	13.7%	-2.5%	0.9	-63.0%[inhibitor]	?	7.8%	?
Cc1ccc(CNC(=O)C2CCC(=O)N2Cc2ccc(C)cc2)cc1 (stereo not given)	-12.9	-8.9%	-5.7%	-1.4%	-16.4	i	11.7%	-3.0%	6.2%
CCOC(=O)c1sc(N)c(C#N)c1CSc1nnc(C2CC2)n1N	0.5	10.7%	-8.7%	0.3%	5.1	-10.3%[57.5 µM]	2.6%	4.3%	9.9%
C/C(Cl)=C/Cn1c(=O)c2c(nc(Br)n2Cc2ccccc2)n(C)c1=O	2.8	-6.7%	11.3%	-6.9%	10.5	-7.0%	-5.9%	23.5%	?
O=C(Cc1nc(-c2ccc([N+](=O)[O-])cc2)cs1)Nc1ccccc1	1.2	-27.3%	-9.8%	-2.7%	-24.9	i	-4.1%	-7.9%	4.4%
CC(OC(=O)CNC(=O)c1ccc(Cl)c(Cl)c1)C(=O)N1CCOCC1 (stereo not given)	10.8	-0.4%	0.4%	-4.8%	6.2	i	-1.5%	-7.5%	2.1%
CCOC(=O)CSc1ccc(C(=O)Nc2ccc(Cl)cc2)cn1	-9.7	3.0%	-15.5%	-14.9%	-24.7	-74.7%[inhibitor]	-12.6%	15.2%	-5.7%

Bioassay records: PubChem, National Center for Advancing Translational Sciences (NCATS)
